# BRCA1 expr up = activators of BRCA1 expression; MCF7-BRCA1-FFLuc reporter, luminescence, 48 h; response scale: scaled: vehicle 0%, 10 µM genistein 100%; 1.1% of 380,000 active; Potency, µM (highest dose often 46.1 µM), for the others: top-dose activation, hits mostly activators; active means well fitted activation curve with a large enough effect; inconclusive means small, poorly fitted or top-dose-only effect; inactive means no such curve, though single readings can be large or run the other way; further: nearly all actives have a fitted effect of over 80% in size; some results filed as inactive show a strong effect at the top dose
#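 Quantitative HTS in MCF7 cells stably reporting BRCA1 expression via firefly luciferase. Compound treatment lasts 48 h at 37 °C in phenol-red free MEM. Activation is expressed relative to genistein at 10 microM and DMSO.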
# An asterisk follows results filed as active; ? = inconclusive. Potency means the concentration at half of the fitted maximal effect. Some of the compounds tested; rates above refer to the full screens.
SMILES,BRCA1 expr up
OC[C@@H]1CN(Cc2cccnc2)C[C@H](n2cnc3c(NC4CCCC4)ncnc32)O1,0%
C[C@H](CO)N1C[C@H](C)[C@@H](CN(C)S(=O)(=O)c2cccc(F)c2)OCc2cnnn2CCCC1=O,3%
COc1ccc2c(CN3CCN(C(C)=O)CC3)cc(=O)oc2c1,15%
Cc1noc(C)c1S(=O)(=O)Nc1ccc2c(c1)C(=O)N([C@H](C)CO)C[C@H](C)[C@H](CN(C)C(=O)NC(C)C)OCCCC[C@@H](C)O2,10%
CS(=O)(=O)N(CC(=O)N1CCCC1)C1CCCCC1,7%
C=C1C(=O)[C@]23C[C@H]1CCC2[C@@]1(C)C(C[C@@H]3O)[C@](C)(C(=O)O)C[C@H](O)[C@@H]1O (some centres undefined),10%
CCOC(=O)N(C)c1c(CC)nc2c(OCCC3CCCCC3)cccn12,-45%
CN1CCCN(c2cc(-c3ccc4ccccc4c3)nc3ccnn23)CC1,0%

SMILES,BRCA1 expr up
O=C(CSc1ccc2nnc(-c3cccnc3)n2n1)Nc1ccccc1F,1%
CC(C)C[C@H]1COc2cc(N3CC[C@@H](O)C3)ccc2S(=O)(=O)N1,20%
CCc1nc2c(OCc3ccc(F)cc3)cccn2c1N(C)C(=O)c1ccc(C)cc1,6%
CCCCNC(=O)C1(C)CCN1Cc1cccc2c(OC)cc(C(=O)OCC)cc12 (centres undefined),-11%
C[C@@H]1CN([C@H](C)CO)S(=O)(=O)c2ccc(C#CCN(C)C)cc2O[C@@H]1CN(C)Cc1ccccc1F,7%
CC1=C(C(=O)N(C(C)C)C(C)C)CC(CC(=O)NCCCN(C)C)C(=O)N1Cc1ccc(F)cc1 (centres undefined),4%
COc1cccc(C(=O)N2CCC[C@H]2C(=O)N2CCC[C@H]2C(=O)N[C@H](C)c2ccccc2)c1,11%
CSCC[C@@H](CO)NC(=O)[C@H]1O[C@@H](n2ccc(=O)[nH]c2=O)[C@H](O)[C@@H]1O,7%

SMILES,BRCA1 expr up
Cc1cc(C(O)c2ncc(-c3ccccc3)[nH]2)ccc1F (centres undefined),3%
NC(=O)c1ccsc1NC(=O)COC(=O)Cc1ccccc1[N+](=O)[O-],-30%
COc1ccc(NC(=O)C2(C)Cc3c(-c4cccc(C(F)(F)F)c4)ccnc3O2)cc1OC (centres undefined),-51%
CN(C)c1ccc(/C=C2\C(Cl)=Cc3ccccc32)cc1,76%
CCCCN1C[C@H](CSC)[C@@H](CC(=O)NC)C1=O,-1%
CC(C)c1nc(SCC(=O)N2CCCCC2)c2c(=O)n(C)c(=O)n(C)c2n1,11%
O=C(SCc1c(O)c2ccccc2oc1=O)c1ccccc1,-5%
COC(=O)[C@@]1(Sc2ccc(C)cc2)CC(=O)N(C(=O)C2CC2)[C@@H]1c1ccccc1,7%

SMILES,BRCA1 expr up
O=c1[nH][nH]c2c1[C@H](CCc1cccc(Cl)c1)O[C@H](C1CCCC1)C2,18%
O=C(/C=C/[C@H]1O[C@@H](n2ccc(=O)[nH]c2=O)[C@H](O)[C@@H]1O)NCc1ccccn1,7%
CC(=O)Nc1cc(-c2cccc(C(=O)NCCN(C)C)c2)cn2c(-c3ccc(C(C)=O)cc3)cnc12,19%
CC(C)C[C@H]1CNC(=S)N1C[C@H]1CCCN1C[C@H](Cc1ccc(O)cc1)N1C[C@H](Cc2ccccc2)N(CC2CCCCC2)C1=S,-33%
COCCCNC(=S)N1CCN(c2nc(-c3ccc(Cl)cc3)cs2)CC1,-24%
Cc1ccc(S(=O)(=O)N(C)C[C@@H]2OCc3cnnn3CCCC(=O)N([C@H](C)CO)C[C@@H]2C)cc1,7%
Cc1noc(C)c1NC(=O)N(C)C[C@H]1OCc2cnnn2CCCC(=O)N([C@H](C)CO)C[C@H]1C,24%
CCOc1ccc(NS(=O)(=O)c2cccs2)cc1S(=O)(=O)N1CCCC1,32%

SMILES,BRCA1 expr up
CCC(=O)N1CCCC(C)(C(=O)Nc2ccc(C)c(C)c2)C1 (centres undefined),14%
Nc1ccc2c(c1)C1(CCC2)NC(=O)NC1=O (centres undefined),2%
C[C@@H]1CN([C@@H](C)CO)C(=O)CCCn2nncc2CO[C@@H]1CN(C)S(=O)(=O)c1ccc(Cl)cc1,-7%
COc1ccc(Br)c(Cn2c(C)c(C(=O)NCCC#N)sc2=O)c1,10%
Cc1ccc([C@H]2C[C@H](n3cc(COC(=O)c4ccccc4)nn3)[C@@H](O)CN2Cc2cccs2)cc1,-9%
COc1ccc(Nc2nc3cc(-c4ccccc4C)sc3c(=O)n2C)cc1OC,-21%
CC1(C)OC(=O)C2=C(C[C@@H](C3CCCCC3)O[C@H]2c2ccccc2)O1,-2%
CN1CCN(c2ccc(CNC(=O)C3(C)Cc4c(-c5ccccc5)ccnc4O3)cc2)CC1 (centres undefined),-15%

SMILES,BRCA1 expr up
C[C@H](NC(=O)[C@@H]1CCCN1C(=O)[C@@H]1CCCN1C(=O)OC(C)(C)C)c1ccccc1,6%
Cc1cc(Br)cn2c(CC(C)(C)C)c(C3CCCCC3)nc12,3%
CCCCNC(=O)C1(C)CCCCN1C(=O)c1ccc(C)c(F)c1 (centres undefined),45%
CC(C)CN1C(=O)c2ccccc2C1c1nnnn1-c1ccc2c(c1)OCCO2 (centres undefined),6%
CC1(C(=O)Nc2cccc3c2CCCC3)CCN1C(=O)C1(c2ccccc2)CC1 (centres undefined),0%
CCc1nc2c(OCc3ccc(OC(F)F)cc3)cccn2c1N(C)C(=O)c1ccco1,-9%
CCOC(=O)c1c(-c2cc(OC)c(OC)c(OC)c2)csc1N,-43%
CC1=C(C(=O)N2CCOCC2)CC(CC(=O)NCc2cccc3ccccc23)C(=O)N1Cc1ccccc1 (centres undefined),-8%

# Molecules listed so far that contain a thiophene ring, fused or not, in the order listed:
SMILES,BRCA1 expr up
NC(=O)c1ccsc1NC(=O)COC(=O)Cc1ccccc1[N+](=O)[O-],-30%
CCOc1ccc(NS(=O)(=O)c2cccs2)cc1S(=O)(=O)N1CCCC1,32%
Cc1ccc([C@H]2C[C@H](n3cc(COC(=O)c4ccccc4)nn3)[C@@H](O)CN2Cc2cccs2)cc1,-9%
COc1ccc(Nc2nc3cc(-c4ccccc4C)sc3c(=O)n2C)cc1OC,-21%
CCOC(=O)c1c(-c2cc(OC)c(OC)c(OC)c2)csc1N,-43%

# Next part
SMILES,BRCA1 expr up
Cn1c(CCN2CCCC2)nc2cc(NC(=O)COc3ccc(Cl)cc3)ccc21,-41%
Cc1ccc([C@H]2N[C@]3(CCCN(CC4CCCCC4)C3=O)[C@H]3C(=O)N(Cc4ccccc4)C(=O)[C@@H]23)cc1,-13%
CCCCOCCCNC(=O)C[C@@H]1C[C@@]2(C(=O)OC)CCCCC=C2N(CCC2=CCCCC2)C1=O,-42%
Cc1ccc(-c2ccc3c(c2)O[C@H](CN(C)Cc2cncnc2)[C@@H](C)CN([C@H](C)CO)S3(=O)=O)cc1,-13%
CCc1nc2ccc(C(=O)Nc3cccc(NS(C)(=O)=O)c3)cn2c1N(C)CCN1CCOCC1,10%
CSCCNC(=O)C1(C)CCN1C(=O)CCc1ccccc1 (centres undefined),-3%
COCCNC(=O)C1(C)CCCN(Cc2ccc(C)c3ccccc23)C1 (centres undefined),0%
COc1ccc(OC)c(CN2CCN(C(=O)c3cccc(S(=O)(=O)N(C)c4ccccc4)c3)CC2)c1,-27%

# Grouped by structure, the entries above containing two or more sulfur atoms (three)
SMILES,BRCA1 expr up
CC(C)C[C@H]1CNC(=S)N1C[C@H]1CCCN1C[C@H](Cc1ccc(O)cc1)N1C[C@H](Cc2ccccc2)N(CC2CCCCC2)C1=S,-33%
COCCCNC(=S)N1CCN(c2nc(-c3ccc(Cl)cc3)cs2)CC1,-24%
CCOc1ccc(NS(=O)(=O)c2cccs2)cc1S(=O)(=O)N1CCCC1,32%

# Carrying on.
canonical_smiles,BRCA1 expr up
Cc1ccc(C)c(NC(=O)C2(C)CCN2C(C)C)c1 (centres undefined),0%
COc1ccncc1-c1ccc(C2=CC(=O)CC(C)(C)C2=O)cc1,?
CCN1C(=O)[C@@H]2[C@@H]3CN(S(=O)(=O)c4ccc(C)cc4)[C@@H](c4ccccc4)[C@@H]3C(=O)C[C@@H]2C1=O,0%
O=C(NCCc1ccc2c(c1)OCO2)Oc1ccccc1,7%
COc1ccc(S(=O)(=O)N2CCC(C(=O)NCCC(=O)NCc3cccnc3)CC2)cc1,-15%
Cc1ccc(S(=O)(=O)NC(=O)NC2=NC(C)(C)N(c3ccc(Cl)c(Cl)c3)C(N)=N2)cc1,-9%
COc1cccc(CNC(=O)[C@@H]2CCCN2C(=O)[C@H]2CCCCN2C(=O)c2c(F)cccc2F)c1,6%
CC(C)(C)c1ccc(CC(=O)N2CCC2(C)C(=O)NS(=O)(=O)c2ccc(Cl)s2)cc1 (centres undefined),0%
COc1ccc(NC(=O)C[C@@H]2C(=O)N(Cc3ccccc3)CC2(C)C)cc1,3%
COCCNc1ncnc2c1ncn2[C@H]1CN(Cc2ccc(OC)cc2)C[C@@H](CO)O1,0%
CN(CC(=O)Nc1ccc(Cl)c(C(F)(F)F)c1)C(=O)COc1cccc2cccnc12,-15%
CC(=O)C1=CCC(c2ccc(Cl)c(Cl)c2)N(S(=O)(=O)c2ccc(C)cc2)C1 (centres undefined),0%
Cc1ccc(NC(=O)COC(=O)c2ccc3ncsc3c2)c(C)c1,-7%
COc1cccc(C(O)c2nc(-c3ccc(Cl)cc3)cs2)c1 (centres undefined),-19%
CC1(C(=O)NS(=O)(=O)Cc2ccccc2C(F)(F)F)CCN1C(=O)Cc1ccsc1 (centres undefined),-8%
CCCc1c(C(=O)N/N=C/C2CC=CCC2)nnn1-c1nonc1N (centres undefined),-3%
O=S(=O)(NCCNCC=Cc1ccc(Br)cc1)c1cccc2cnccc12,-41%
COc1ccc([C@H]2C[C@H](O)C[C@@H](CCn3cc(-c4ccccc4)nn3)O2)cc1,4%
Clc1ccc(-c2nc3ccc(Cl)cn3c2Cc2cccc(Cl)c2)cc1,25%
CCS(=O)(=O)N1Cc2cc(C(=O)N(C)C)nc(-c3cccc(-c4ccc(F)cc4)c3)c2[C@H]1CCO,15%
COc1ccc(OC)c(NC(=O)C2CCCN2S(=O)(=O)c2ccc3c(c2)CC(C)N3C(C)=O)c1 (centres undefined),3%
CCc1nc2ccc(C(=O)NCCc3ccccn3)cn2c1N(C)Cc1ccc(N(C)C)cc1,9%
CN(C)c1ccc(/C=C/c2ccnc3ccccc23)c(F)c1,14%
CC(O)(c1ccccc1)c1nc(-c2ccc(S(C)(=O)=O)cc2)cs1 (centres undefined),-16%
NC(=O)c1ccc(NC(=O)COC(=O)C23CC4CC(CC(C4)C2)C3)cc1,-9%
CCN(Cc1cccc(S(=O)(=O)O)c1)c1ccc(C(=C2C=CC(=[N+](CC)Cc3cccc(S(=O)(=O)O)c3)C=C2)c2ccccc2S(=O)(=O)[O-])cc1,-53%
CCN(CC(=O)Nc1c(F)cccc1F)C(=O)CCCN1C(=O)c2ccccc2C1=O,2%
CC1(C(=O)NS(=O)(=O)c2ccc(Cl)cc2)CCN1C(=O)CCc1ccccc1 (centres undefined),24%
Cn1c(NCc2ccccc2)nc2cc(-c3cccc(C(F)(F)F)c3)sc2c1=O,-7%
CC1=CC(C)(C(Cl)(Cl)Cl)C(C)=CC1=NO (centres undefined),1%

canonical_smiles,BRCA1 expr up
O=C(Nc1cccc(OC(F)(F)F)c1)C1Cc2c(-c3ccccc3Oc3ccccc3)ccnc2O1 (centres undefined),-36%
Cc1ccc(C(=O)OCC(=O)NCc2ccccc2)s1,-5%
Cc1ccc(Cc2c(-c3cccc(Br)c3)nc3ccc(Cl)cn23)cc1,-26%
COc1ccc(S(=O)(=O)N2CCCCC2c2cc(C(=O)NCc3ccc(F)cc3)no2)cc1 (centres undefined),3%
Cc1nc(SCC(=O)c2cc(C)n(C3CC3)c2C)c2ccccc2n1,-32%
CCc1nc2c(OCCC3CCCCC3)cccn2c1N(C)C(=O)c1ccc(OC)cc1,-48%
Cc1cc(Cl)ccc1C(O)c1ncc(-c2ccc(F)cc2)[nH]1 (centres undefined),-20%
CCc1nc2c(OCc3c(C)noc3C)cccn2c1N(C=O)Cc1ccccc1,-28%
CC(C)C1C(=O)N(Cc2cn(CC3CCCCC3)nn2)CCS(=O)(=O)N1Cc1ccc(-c2ccc(Cl)nc2)cc1 (centres undefined),-27%
C=CCN(CC=C)Cc1cc(=O)oc2cc(C)c(C)cc12,11%
CN[C@@H](C)C(=O)NC[C@H]1O[C@@H](n2cnc3c(=O)[nH]c(N)nc32)[C@H](O)[C@@H]1O,0%
CCCCc1nc2ccc(F)cc2cc1C,14%
CC(C)Oc1ccccc1OC1(C)CCN(Cc2ccc(OC(F)(F)F)cc2)C1 (centres undefined),0%
CCc1noc(C)c1C(=O)NCCN1C(=O)S/C(=C\c2ccccc2F)C1=O,-2%
COc1ccc(NC(=O)C[C@H]2C(=O)N(C3CCCCC3)C[C@@H]2C)cc1,6%
O=C(CCN1CCN(Cc2ccccc2)CC1)NNC(=O)c1ccc(Cl)c(Cl)c1,3%
C[C@H](CO)N1C[C@H](C)[C@@H](CN(C)Cc2ccc(C(=O)O)cc2)OCc2cnnn2CCCC1=O,3%
CC(=O)N(C)C[C@@H]1Oc2ncc(C#Cc3ccc(F)cc3)cc2C(=O)N([C@@H](C)CO)C[C@H]1C,1%
COc1ccc(NC(=O)C2Cc3c(-c4cccc(NC(C)=O)c4)ccnc3O2)cc1 (centres undefined),-34%
CCCNC(=O)C1(C)CCN(C(=O)c2ccc(OC)cc2OC)C1 (centres undefined),7%
CC(=O)c1c(C)[nH]c(C(=O)OCC(=O)NCc2ccccc2)c1C,-24%
COc1ccccc1Cn1c(C)c(C(=O)NCc2ccc(C#N)cc2)sc1=O,17%
CC(C)c1ccc(S(=O)(=O)NCCCN2CCOCC2)cc1,-9%
Cc1ccccc1-c1cc2nc(NCc3ccccc3F)n(C)c(=O)c2s1,17%
CCOC(=O)c1c(NC(=S)SC)sc(C(=O)N2CCc3ccccc3C2)c1C,23%

# Compound activity as filed in PubChem.
